From PubChem
MC4R antag cAMP – blocks human MC4R cAMP signaling; MC4R-expressing cells, MTII-stimulated cAMP, LANCE TR-FRET; AID 540295; 0.48% of 360,000 active; inhibition, % at 6.5 µM;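 active = inhibition above its plate's cutoff, the mean of tested wells on that plate plus 3 SD, cut at about 29% in these data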;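 note: 0% = Melanotan II alone and 100% = Melanotan II plus saturating MCL0020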
Target sequence (P32245 whole entry, looked up): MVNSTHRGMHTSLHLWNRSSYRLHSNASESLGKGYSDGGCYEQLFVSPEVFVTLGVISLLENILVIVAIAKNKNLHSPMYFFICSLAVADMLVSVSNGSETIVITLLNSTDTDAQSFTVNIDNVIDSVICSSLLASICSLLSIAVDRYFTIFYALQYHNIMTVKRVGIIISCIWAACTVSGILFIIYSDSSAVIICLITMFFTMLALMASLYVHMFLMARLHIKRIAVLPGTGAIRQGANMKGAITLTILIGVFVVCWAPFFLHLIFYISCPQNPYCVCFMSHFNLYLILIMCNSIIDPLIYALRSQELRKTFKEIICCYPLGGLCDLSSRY
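Material: U2OS-MC4R stable cell line | Reagent: Melanotan II challenge after compound preincubation | Doses: One concentration, 6.5 µM nominal | Incubation: 30-min compound preincubation, 1-h Melanotan II challenge, 1-h detection, room temperature | Signal: TR-FRET cAMP assay | Replicates: One well per compound, no replicates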
aDG glyco up – increases alpha dystroglycan glycosylation. Pro5-aDG cells, alpha-DG glycosylation AlphaScreen (IIH6); 0% Pro5, 100% B10-LARGE cell signal. activation, % at 10 µM. 0.22% of 360,000 active;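 active = activation of at least 8% versus controls, or a plate z-score of at least 8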;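 note: Pro5 are CHO cells carrying HIG-tagged alpha-DG that lacks glycosylation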
m5-HT2A agonist – mouse HTR2A agonism via beta-arrestin recruitment; P35363; CHO-K1 mHTR2A beta-arrestin complementation, luminescence; percent of 30 µM serotonin response; activation, % at 7.6 µM; 0.66% of 360,000 active;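 active = activation above a run cutoff, the mean activation of all tested compounds plus 3 SD, cut at about 14% in these data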;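 note: 0% = plate median of compound wells and 100% = 30 µM serotonin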
Vif inh – blocks HIV Vif function; HEK293T cells, Vif self-association by quenched fluorescence, imaging, 24 h; inhibition, % at 7.49 µM; 0.35% of 340,000 active; AID 602346; in the data active = inhibition above about 50%, passing the limit was not always enough; inconclusive = no clear call, values can overlap the other calls; inactive = below about 31%; note: some results filed as inactive read as strong as hits
MC4R ag barr – activates human MC4R beta-arrestin recruitment; P32245; U2OS MC4R beta-arrestin complementation, luminescence; percent of melanotan II response, DMSO zero; activation, % at 8.9 µM; 0.98% of 360,000 active; AID 540308;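 active = activation above a per-plate cutoff, the mean activation of sample wells on that plate plus 3 SD, cut at about 8% in these data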
ABCB6 inh MLPCN – blocks the human ABCB6 transporter | Q9NP58 | fluorescence ratio to DMSO, % at 10 µM | K562-ABCB6 porphyrin accumulation, flow cytometry, 1 h; stronger effect = lower value | 0.19% of 360,000 active | AID 602162;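 active = fluorescence ratio to DMSO below 75%, the collection mean minus 3 SD; inconclusive = too few cells collected in the well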;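 note: signal is porphyrin accumulated inside mitochondria; 100% equals median channel fluorescence of DMSO control wells; lower ratio means ABCB6 inhibition with less porphyrin fluorescence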
PDI inh – inhibitors of human protein disulfide isomerase | P07237 | 0.052% of 350,000 active | PDI insulin aggregation turbidity, A650, 90 min | inhibition, % at 10 µM;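 active = mean inhibition across replicates of 30% or more, whatever share of single replicates reach that level; inconclusive = mean inhibition below 30% while every single replicate reaches 30%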;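 note: absorbance from insulin aggregation driven by PDI reduction with DTT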
Target sequence (P07237 whole entry, looked up): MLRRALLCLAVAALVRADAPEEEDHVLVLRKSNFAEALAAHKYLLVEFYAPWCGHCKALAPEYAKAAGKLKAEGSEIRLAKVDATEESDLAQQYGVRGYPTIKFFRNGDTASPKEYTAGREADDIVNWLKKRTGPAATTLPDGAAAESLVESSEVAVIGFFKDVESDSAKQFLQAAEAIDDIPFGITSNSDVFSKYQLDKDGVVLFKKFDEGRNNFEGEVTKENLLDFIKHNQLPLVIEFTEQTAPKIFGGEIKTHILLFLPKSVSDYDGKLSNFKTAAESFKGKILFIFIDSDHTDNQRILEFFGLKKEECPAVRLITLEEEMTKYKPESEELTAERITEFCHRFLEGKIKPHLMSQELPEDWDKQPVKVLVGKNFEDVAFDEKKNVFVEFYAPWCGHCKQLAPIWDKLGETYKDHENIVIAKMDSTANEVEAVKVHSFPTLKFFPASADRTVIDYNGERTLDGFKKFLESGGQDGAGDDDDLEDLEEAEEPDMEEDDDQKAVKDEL
N-glyco inh – N-linked glycosylation inhibition | D54 ERlucT glycosylation luciferase reporter, 24 h; percent of 100 nM tunicamycin response | reporter increase, % at 12.5 µM | 0.23% of 360,000 active;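 active = mean luciferase reporter signal, scaled so untreated is 0 and the glycosylation-blocking control 100, at or above a set limit in every replicate; inconclusive = mean reaches the limit but not every replicate does; inactive = mean below the limit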;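 note: luciferase carries N-glycosylation sites so blocking glycosylation raises the light; 0% = median of neutral control wells and 100% = median of 100 nM tunicamycin wells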
CaV13 ICDI inh – Disruptors of the CACNA1D IQ motif to Ca2+-dependent inactivation inhibitor domain association, primary screening, Förster resonance energy transfer in intact living …; AID 743397; 0.098% of 340,000 active; HEK cells, CFP/YFP FRET ICDI-IQ, plate reader, 10 min; percent FRET-ratio fall versus neutral wells; inhibition, % at 12.3 µM;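 active = mean replicate inhibition of at least 30% and at least 1% of replicates passing that level; inconclusive = only one of the two criteria is met; inactive = neither criterion is met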;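 note: 0% = median of the neutral control wells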
H9c2 protect – myocardial damage modulation in H9c2 cells; H9c2 cardiomyocytes, H2O2 injury protection, ATPLite, 2 h; protection from H2O2 cell death, % at 20 µM; 0.63% of 360,000 active; AID 588492;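 active = compounds giving at least 50% protection of heart cells from peroxide-induced death in the single-dose screen, raw or plate-pattern-corrected value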;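 note: 0% = DMSO wells with peroxide and 100% = DMSO wells without peroxide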
* marks the source's active call; other numbers are inactive results; ? = inconclusive; . = no result given.

Value order – MC4R antag cAMP	aDG glyco up	m5-HT2A agonist	Vif inh	MC4R ag barr	ABCB6 inh MLPCN	PDI inh	N-glyco inh	CaV13 ICDI inh	H9c2 protect
CCOC(=O)C1(CCOc2ccccc2)CCN(Cc2ccc(C)o2)CC1
  14	0.8	-4	-2	-2.2	89	5	0	-7	4
FC(F)(F)c1ccc(CN2C[C@@H]3C(c4ccc(C(F)(F)F)cc4)C4(c5cccnc5)CC3(C4)[C@H]2c2ccccc2)cc1 (stereo partly drawn)
  -1	0.0	-3	-14	-0.1	97	0	-14	-3	-11
COc1cccc(CNC(=O)CSc2nc(=O)n(Cc3ccncc3)c3c2CCC3)c1
  3	-0.1	12	-5	-2.4	103	7	-2	-5	-5
CN(CCc1ccccc1)C(=O)c1ccc(NC(=O)Cc2ccc(NC(=O)C3CCCN(C(=O)C4CCCCC4)C3)cc2)cc1 (stereo not drawn)
  -4	0.1	3	-7	-0.6	98	-10	1	-8	-23
COc1ccc(OC)c(/C=C/C(=O)NCCc2nc3ccccc3[nH]2)c1
  13	0.0	-2	-8	-0.2	96	14	-1	-19	10
CC(C)CC(=O)Nc1ccnn1C1CCN(C(=O)c2ccccc2F)CC1
  4	0.0	0	-9	-2.8	101	-1	0	-2	7
Cc1ccccc1N1C(S)=C(C#N)C(=O)NC1c1cccs1 (stereo not drawn)
  13	-0.2	-2	.	1.8	97	-2	3	.	12
CCCC(=O)Nc1ccc(C(=O)Nc2nnc(COCC)s2)cc1
  -3	0.2	3	-10	1.9	118	2	-1	-5	-8
Cc1cccc(C(=O)NCC(=O)N2CCCC2)c1
  -3	-0.1	-4	10	2.8	102	4	-1	.	-1
O=C(COC(=O)c1nsc(Cl)c1Cl)NC1CCCC1
  16	-0.1	2	0	-1.4	95	-5	2	-3	-2
O=C(CSc1nnc2scc(-c3ccccc3)n12)N1CCCc2ccccc21
  15	0.0	4	.	0.3	102	1	0	-8	-1
Nc1nnc(SCc2cn3cc(Cl)ccc3n2)s1
  -2	-0.2	1	-4	-0.7	98	7	-1	-7	2
COc1ccccc1NS(=O)(=O)c1cc(N2Cc3ccccc3C2=N)ccc1N1CCOCC1
  8	-0.1	3	7	-0.2	96	0	-2	8	-15
COC(=O)c1sccc1NC(=S)Nc1cccc(F)c1
  12	1.1	-1	-2	-0.4	103	4	1	-5	1
O=C(Nc1ccc(S(=O)(=O)Nc2ncccn2)cc1)C1CC(=O)N(c2ccc(Cl)cc2)C1 (stereo not drawn)
  12	-0.2	-1	56*	-0.3	99	17	1	-3	-2
COC(=O)CC1C(=O)NC2CCCCC2N1C(=O)c1ccccc1 (stereo not drawn)
  3	-0.2	-1	1	-2.1	91	1	2	0	5
C#CC[N+](C)(C)CCCCCCCC
  1	0.0	1	4	-2.1	97	-3	18	-6	0
COC(=O)C1C(=O)c2c([nH]c(C(=O)OC3CCCCC3)c2C)CC1C (stereo not drawn)
  9	0.0	-2	-5	0.0	102	.	-1	-2	-21
Cc1nn(CC2CC2)c(=O)n1-c1ccc(Cl)cc1
  4	-0.1	0	2	-0.6	83	3	1	5	6
Cc1ccc(NCc2nc3ccccc3n2C)c(C)c1
  4	0.1	-2	-5	-0.2	93	-4	-20	-21	-18
C/C(=N\NC(=S)NCc1ccccc1)c1ccc2ccccc2c1OC(F)F
  10	0.1	-12	-4	-2.5	104	6	-3	-7	-7
COc1ccccc1/C=C/C(=O)OC(C)CN1CCOCC1 (stereo not drawn)
  -6	0.0	-9	-6	-2.3	94	-1	2	.	-2
O=C(/C=C/c1ccco1)NC(=S)Nc1cc(-c2nc3ccccc3s2)ccc1Cl
  34*	-0.5	4	5	-1.4	103	-3	-4	-3	-2
Cn1cc([N+](=O)[O-])c(C(=O)NCc2cc3ccccc3[nH]2)n1
  -1	-0.1	-1	-3	0.6	99	6	2	-4	-3
Cc1ccc(SC[C@H](C)CN2CC[C@H](NC(=O)OCc3ccccc3)CCC2=O)cc1
  -1	-0.2	0	6	-0.2	99	13	1	?	2
CC(=O)Nc1ccccc1Sc1ccccc1
  2	-0.1	-3	-15	-1.4	99	1	0	-6	6
CC[C@]12CCCN3CCc4c(n(c5ccccc45)C(=O)C1)[C@@H]32
  2	0.0	2	-1	0.4	101	-2	10	-5	2
Clc1ccc(CNc2cnccn2)cc1Cl
  -3	0.0	-1	3	0.8	99	4	0	-8	-4
O=C(OCc1ccc(Br)cc1)c1cc([N+](=O)[O-])ccc1N1CCOCC1
  -15	-0.2	-7	.	-0.7	111	1	12	-6	-5
O=C(O)c1cc(S(=O)(=O)NC(Cc2c[nH]c3ccccc23)C(=O)O)ccc1Cl (stereo not drawn)
  0	0.0	1	-11	-1.5	101	-7	2	-20	10
CCn1cc(CN2CCN(CC(C)(C)C)C(CCO)C2)c2ccccc21 (stereo not drawn)
  2	0.0	-2	2	0.3	100	-2	-1	-4	-2
CC(=O)NS(=O)(=O)c1ccc(NC(=O)c2ccc(Br)o2)cc1
  2	-0.3	-4	17	-1.6	95	-5	0	-2	17
CCOC(=O)Cn1nc(-c2ccc(C)cc2)c2ccccc2c1=O
  0	0.7	-2	-6	-0.8	91	10	1	-6	6
CC1(C)C(=O)OC(C(=O)c2ccc(Cl)cc2)C(C)(C)C1=O (stereo not drawn)
  -3	0.0	1	6	-0.3	104	-4	2	-2	5
CCc1ccccc1NC(=S)N1CCNC(=O)C1CC(=O)OC (stereo not drawn)
  4	-0.1	-3	23	-2.2	86	6	2	-6	4
Cc1ccc(N2C(=O)N(CC(=O)NCc3ccc(Cl)cc3)C(=O)C2C)cc1 (stereo not drawn)
  3	0.1	-5	4	0.3	94	-4	3	-4	-2
Cc1ccccc1CN(c1ccc(C(=O)Nc2ccccc2C(=O)NCc2ccco2)cc1)S(C)(=O)=O
  7	-0.2	3	-5	-3.4	107	6	-7	-6	7
Cc1ccc(-n2cnc3scc(-c4cccs4)c3c2=O)cc1
  -5	1.5	-7	-7	-2.2	97	2	-4	-5	7
O=C(NCc1ccco1)Nc1ccc([N+](=O)[O-])cc1
  2	-0.1	-1	3	-3.2	91	9	-1	-4	-6
O=[N+]([O-])c1ccc2nc(NS(=O)(=O)c3ccc(F)cc3)sc2c1
  4	-0.1	-4	8	-0.4	104	-6	2	-3	-6
CCOC(=O)c1ccc(Oc2nc(N(C)C)nc(N3CCOCC3)n2)cc1
  2	0.1	-5	.	2.2	95	-14	-1	-15	-3
C=CCN1C(=O)C2C(C(=O)NCc3ccccc3)C3(C)C=CC2(O3)C1C(=O)NC(C)(C)C (stereo not drawn)
  1	-0.3	-2	6	-1.4	96	-2	0	-4	6
COc1ccc(OC)c(NS(=O)(=O)c2cccc3cccnc23)c1
  7	0.0	-4	3	-0.2	100	4	2	-22	8
COc1ccccc1C(=O)/C=C/c1ccc(N2CCCCC2)c([N+](=O)[O-])c1
  13	-0.1	-4	10	-2.9	96	-6	0	-3	-17
O=C(O)CCN1C(=O)C2C3C=CC(C2C1=O)C1C(=O)N(CCC(=O)O)C(=O)C31 (stereo not drawn)
  0	-0.1	-5	24	-0.7	100	-19	3	-28	-1
O=C(CNC(=O)C12CC3CC(CC(C3)C1)C2)N/N=C\c1ccco1
  2	0.1	-2	-3	-4.3	109	8	1	.	2
NC(=O)c1cccc(-c2noc(-c3ccccc3F)n2)c1
  16	0.4	-2	6	-0.6	94	-1	-7	-10	-3
CC1(C(=O)NS(=O)(=O)c2ccc(Cl)cc2)CCN1C(=O)CC1CCCC1 (stereo not drawn)
  -1	0.8	3	13	1.7	100	-5	1	-6	5
CCOc1cc(NC(=S)NCCCN2CCOCC2)c(OCC)cc1NC(=O)C(C)C
  5	-0.3	-3	4	-2.4	96	-2	1	-14	-1
O=C1OCC2=C1C(c1ccccc1)CC(=O)N2c1cccc(F)c1 (stereo not drawn)
  10	-0.1	9	7	2.8	100	1	0	-5	5

(list continues)
Value order – MC4R antag cAMP	aDG glyco up	m5-HT2A agonist	Vif inh	MC4R ag barr	ABCB6 inh MLPCN	PDI inh	N-glyco inh	CaV13 ICDI inh	H9c2 protect
CCOC(=O)CCNC(=O)N1CCCC(CNS(=O)(=O)c2cccs2)C1 (stereo not drawn)
  1	0.2	-1	20	-1.6	93	-11	1	-19	10
CN(C)S(=O)(=O)Oc1ccsc1C(=O)Nc1cccc(Cl)c1Cl
  11	0.0	-8	-2	-1.8	95	2	-1	-5	-14
COc1ccc(-c2cn(-c3ccc(C)cc3)c(=O)n2CC(=O)Nc2cccc(F)c2)cc1
  5	-0.1	-1	-6	1.7	119	2	-10	-5	-6
Cc1cc(C)n(-c2nc3ccccc3nc2N2CCC(C)CC2)n1
  2	0.6	2	-5	3.3	76	-2	-2	-7	-9
C=CCn1c(=O)c(C(=O)NCCNCC)c(O)c2ccccc21
  10	0.0	0	0	-1.3	97	6	-5	.	1
CCN1CCN(Cc2ccc(NC(=O)Nc3ccc(SC)cc3)cc2)CC1
  0	2.3	-8	-10	-1.9	96	-11	-7	0	8
C/C(CCC(C)C)=N\Nc1cc(C)c2ccccc2n1
  9	0.0	-3	-9	-3.4	102	1	0	-2	-7
Cn1cccc1C(=O)NC(=O)COC(=O)c1ccc(S(C)(=O)=O)cc1
  2	-0.2	3	6	-1.5	103	1	1	-6	5
C[N+](C)(C)CCOC(N)=O
  4	-0.2	2	12	-0.1	106	5	3	-5	0
O=C(Nc1ccc2c(c1)OCCO2)C1c2ccccc2OCC(=O)N1CCc1c[nH]c2ccccc12 (stereo not drawn)
  .	-0.1	4	.	.	98	.	.	-6	.
CC(C)c1ccc(N(CC(=O)NCC2CCCO2)C(=O)CCC(=O)Nc2nccs2)cc1 (stereo not drawn)
  23	0.7	0	-8	-1.2	90	1	4	-2	0
O=c1cc(N2CCc3ccccc32)[nH]c(=O)n1-c1ccccc1Cl
  1	-0.1	-1	0	-2.2	94	-14	3	-16	0
Cc1cccc(C)c1NC(=O)CCN1C(=O)C2C3CCC(C3)C2C1=O (stereo not drawn)
  14	0.2	4	-6	0.9	100	0	2	-5	0
Cc1nc([N+](=O)[O-])nn1C12CC3CC(CC(Cl)(C3)C1)C2
  -2	-0.2	-1	6	-2.4	104	0	0	-9	-1
Cc1cc(Cl)c(S(N)(=O)=O)cc1OCC(N)=O
  4	-0.1	2	22	0.2	96	-7	1	-4	3
CCOc1ccc(N2C(=O)c3cccnc3C2Nc2ccc(F)cc2)cc1 (stereo not drawn)
  13	-0.3	0	6	-2.2	97	0	0	-4	4
CC(=O)Nc1cccc(NC(=O)c2cccc(Cl)c2)c1
  10	-0.4	-5	14	-0.7	99	2	2	-5	2
